PLC-gamma1 inh: PLC-gamma1 enzyme inhibitors, primary screen, biochemical, fluorescence, purified enzyme; actives 0.84% (n = 370,000); fluorogenic substrate; AID 720700, 2013; inhibition, % at 12.2 µM; in the data active means inhibition above about 9.5%
NR1D1 modulator: modulators of Rev-erb alpha DNA binding, primary screen, biochemical, FITC-DNA, fluorescence polarization, uHTS; Nuclear receptor subfamily 1 group D member 1 (Homo sapiens), P20393; Rev-erbα–FITC-DNA binding, 90 min; activity, % at 10 µM; actives 0.79% (n = 370,000); AID 1259318, 2017;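 active means activity above about 14%, limit read from the data; passing the limit was not always enough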;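 further: 0% = DMSO wells with 35 nM protein and 100% = DMSO wells with 750 nM protein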
Target sequence (P20393 whole entry, looked up): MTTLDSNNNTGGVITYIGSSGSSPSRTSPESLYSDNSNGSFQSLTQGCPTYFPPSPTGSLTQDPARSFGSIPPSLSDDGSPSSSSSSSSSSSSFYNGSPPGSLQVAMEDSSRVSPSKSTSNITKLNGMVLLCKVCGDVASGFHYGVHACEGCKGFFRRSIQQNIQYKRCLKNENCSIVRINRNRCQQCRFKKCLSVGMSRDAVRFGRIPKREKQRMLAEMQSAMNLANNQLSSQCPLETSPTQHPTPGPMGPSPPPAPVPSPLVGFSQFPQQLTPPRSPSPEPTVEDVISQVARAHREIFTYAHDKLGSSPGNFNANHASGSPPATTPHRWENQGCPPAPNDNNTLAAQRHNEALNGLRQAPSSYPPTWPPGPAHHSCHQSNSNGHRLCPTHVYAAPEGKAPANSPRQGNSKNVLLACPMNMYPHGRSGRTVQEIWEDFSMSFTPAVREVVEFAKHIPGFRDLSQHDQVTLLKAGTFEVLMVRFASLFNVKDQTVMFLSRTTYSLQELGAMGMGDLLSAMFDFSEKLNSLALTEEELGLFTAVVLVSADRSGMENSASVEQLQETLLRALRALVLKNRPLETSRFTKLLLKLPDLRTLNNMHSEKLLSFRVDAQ
DAX1 inh-1: DAX1 (NR0B1) inhibitors on StAR promoter, primary screen, cell-based, luminescence, SF-1 (NR5A1), full-length DAX-1. inhibition, % at 6.8 µM. actives 1.1% (n = 370,000). HEK293T StAR-luciferase reporter, SF-1/DAX-1 repression relief. AID 652010, 2013;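 active means inhibition above the mean over all tested compounds plus 3 SD, cut at about 3.6% in these data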;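 further: 0% = DAX-1 cells with DMSO and 100% = cells lacking DAX-1 with DMSO; higher inhibition means more luminescence from relief of DAX-1 repression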
hcDAF-12 act: H. contortus DAF-12 nuclear receptor activators, primary screen, cell-based, luminescence, HEK293, lit1-tk-luc reporter. HEK293 hcDAF-12 lit1-tk-luc reporter; 0% DMSO, 100% Δ7-dafachronic acid. activation, % at 6.8 µM. actives 1.4% (n = 370,000). AID 652067, 2013;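 active means activation above the mean of all tested compounds plus 3 SD, cut at about 5.5% in these data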;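 further: 100% = response to 3 µM Δ7-dafachronic acid high control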
ssDAF-12 act: S. stercoralis DAF-12 nuclear receptor activators, primary screen, cell-based, luminescence, HEK293, GRIP1 co-expression, lit1-tk-luc. Nuclear hormone receptor DAF-12 (Strongyloides stercoralis). HEK293 ssDAF-12/GRIP1 lit1-tk-luc reporter; % of 3 µM dafachronic acid response. activation, % at 6.8 µM. actives 1% (n = 370,000). AID 652126, 2013;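 active means activation above the mean over all tested compounds plus 3 SD, cut at about 0.9% in these data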;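 further: 0% = DMSO-only wells and 100% = 3 µM delta7-dafachronic acid wells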
MBD2 inh: inhibitors of MBD2 binding to methylated DNA, primary screen, biochemical, TR-FRET, DNA-binding domain, human. MBD2 binding to methylated oligonucleotide. inhibition, % at 4.4 µM. actives 0.31% (n = 370,000). AID 686964, 2013; in the data active means inhibition above about 13%
ADAM17 inh: ADAM17 inhibitors, primary screen, biochemical, QFRET; Disintegrin and metalloproteinase domain-containing protein 17 (Homo sapiens), P78536; recombinant ADAM17, EDANS/DABCYL FRET peptide cleavage; inhibition, % at 6.95 µM; actives 0.83% (n = 370,000); AID 720648, 2013;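 active means inhibition above the mean of compounds lying between control limits plus 3 SD, set per campaign, cut at about 8.5% in these data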;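 further: 0% = DMSO-only wells as the low control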
PLCb3 inh: human PLC-beta3 inhibitors, primary screen, biochemical, fluorescence | 1-phosphatidylinositol 4,5-bisphosphate phosphodiesterase beta-3 (Homo sapiens), Q01970 | Purified PLC-beta3, fluorogenic substrate | inhibition, % at 12.2 µM | actives 0.18% (n = 370,000) | AID 720704, 2013; in the data active means inhibition above about 11%;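 further: 0% = median of compound wells on plate and 100% = full blocker control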
hgDAF-12 ag: H. glycines DAF-12 receptor agonists, primary screen, cell-based, luminescence, HEK293, GAL4 fusion, UAS-luciferase | Nuclear hormone receptor DAF-12 (Heterodera glycines), GAL4 fusion | actives 1.8% (n = 370,000) | activation, % at 6.8 µM | HEK293 GAL4-hgDAF12 UAS-luciferase reporter, agonist luminescence; normalized to butyrate control | AID 687014, 2013;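 active means activation above a cutoff set at the mean of all screened compounds plus 3 SD, cut at about 10% in these data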;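 further: 0% = DMSO wells and 100% = sodium butyrate wells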
SMARCA2 activ: SMARCA2 (BRM) function activators, primary screen, cell-based, luminescence, high throughput; MG213 cells, MMTV-luciferase reporter, dexamethasone, overnight; activation, % at 9.1 µM; actives 1% (n = 370,000); AID 652017, 2013; in the data active means activation above about 7.8%;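 further: 0% = vehicle wells and 100% = reference activator wells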
DAX1 inh-2: DAX1 (NR0B1) inhibitors, primary screen, cell-based, HEK293, Gal4-DAX1, luciferase luminescence | AID 504766, 2011 | HEK293 Gal4-DAX1 luciferase reporter | Nuclear receptor subfamily 0 group B member 1 (Homo sapiens), P51843 | inhibition, % at 6.75 µM | actives 0.99% (n = 340,000);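 active means inhibition above the mean over all tested compounds plus 3 SD, cut at about 4.2% in these data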;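 further: 0% = DAX1-transfected cells with DMSO and 100% = empty-vector control cells with DMSO; inhibition shows as a rise in luminescence from relieved DAX1 repression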
Target sequence (P51843 207-470 limits assumed): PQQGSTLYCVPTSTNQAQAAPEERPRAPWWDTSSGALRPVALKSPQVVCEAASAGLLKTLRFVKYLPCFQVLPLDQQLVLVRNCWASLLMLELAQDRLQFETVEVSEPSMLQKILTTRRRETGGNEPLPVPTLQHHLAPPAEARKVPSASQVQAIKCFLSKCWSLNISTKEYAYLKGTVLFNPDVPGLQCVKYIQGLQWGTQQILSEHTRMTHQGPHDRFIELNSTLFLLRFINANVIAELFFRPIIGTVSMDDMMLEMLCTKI
The depositor's hits bear a star; · = not tested or not shown.

SMILES	PLC-gamma1 inh	NR1D1 modulator	DAX1 inh-1	hcDAF-12 act	ssDAF-12 act	MBD2 inh	ADAM17 inh	PLCb3 inh	hgDAF-12 ag	SMARCA2 activ	DAX1 inh-2
COC(=O)C1(F)C(=O)NC(=O)NC1OC (centres undefined)	4	-1	-0.9	-0.5	-1.1	-4	3	7	6.1	0	·
Cn1c(SCC(=O)Nc2ccc(Br)cc2)nc(O)cc1=O	1	2	-0.4	-1.9	-1.7	2	-3	-6	-0.7	-4	3.5
Cc1ccc(S(=O)(=O)N2CCOCC2)cc1NC(=O)COc1ccc(C(=O)c2ccccc2)cc1	4	0	-4.5	-3.0	-2.0	7	4	-7	-5.5	-4	-1.4
Cc1ccc(C2c3[nH]c4ccccc4c3C[C@H]3C(=O)N(c4ccccc4C(=O)N4CCC(C(=O)O)CC4)C(=O)N23)cc1 (some centres undefined)	-11	3	2.7	9.6*	-0.1	2	-3	-11	3.9	2	3.6
CC(C)c1ccc(NC2CCCN(C(=O)CCN3CCCCC3=O)C2)cc1 (centres undefined)	-5	-2	0.0	-1.0	-0.3	6	-4	-9	-2.8	-2	-1.0
Cc1cc(C)n2nc(CC(=O)NNC(=O)c3ccc(N(C)C)cc3)nc2n1	-2	0	-0.1	-1.4	-1.1	-2	-3	-8	-0.3	-2	0.4
Cc1[nH]nc2c1C(c1cccc(O)c1)C1=C(CC(C)(C)CC1=O)N2 (centres undefined)	-232	-4	-0.3	-1.9	-1.5	-2	-150	-309	-2.4	1	-0.4
Cc1nnc2n1CCCCC2	6	-3	0.3	0.2	-1.4	-4	-1	-5	-1.1	-4	0.0
O=S(=O)(/N=C(/c1ccccc1)N1CCOCC1)c1ccc(F)cc1	0	4	-0.2	-1.4	-1.4	-5	1	-5	1.6	1	-1.1
O=C(CCC(=O)Nc1nnc(C2CCCCC2)s1)NCC1CCCO1 (centres undefined)	3	-2	0.9	0.3	0.0	-2	0	2	0.2	-1	0.8
Cc1ccc(C(=O)C(OC(=O)c2cnccn2)c2ccccc2)cc1C (centres undefined)	-1	-2	-0.5	-1.8	-0.6	1	-1	1	1.6	-3	0.2
CC(C)(C)OC(=O)C[C@@H]1C/C=C\C[C@@H](CC(=O)N(CCO)Cc2ccccc2)C(=O)NC[C@H](c2ccccc2)OC1=O	3	-9	-1.3	-1.7	-1.8	2	-4	2	-5.4	0	-3.2
COc1ccc(-n2cc(C(=O)c3cc4ccccc4oc3=O)c(C(C)=O)n2)cc1	-5	23*	0.1	0.6	-1.2	0	-4	-1	2.3	3	-0.4
c1ccc(-c2csc(NNC3=NCCCCC3)n2)cc1	-13	-5	2.2	4.1	0.0	-5	7	-12	9.4	2	1.4
O=C(CS(=O)(=O)c1ccc(Cl)cc1)Nc1nccs1	3	-1	-0.8	0.5	-1.0	-1	-3	-1	-2.8	-2	-0.5
O=C(Nc1ccc(N2CCOCC2)c(Cl)c1)c1ccc(-n2cnnc2)cc1Cl	3	9	0.0	0.8	-1.2	1	0	-6	-0.3	1	-0.1
CCOC(=O)CN(C#N)c1nc(N(C)C)nc(N(C)C)n1	0	5	0.0	-1.0	-1.9	0	-2	1	-3.6	-1	1.0
Cc1c(Cl)cccc1NC(=O)CSc1nc(=O)n(CCCN2CCOCC2)c2c1CCC2	-3	7	-1.1	-0.7	-0.9	-3	-3	-4	-1.4	-1	-0.9
Cc1ccc(S(=O)(=O)NNC(=S)Nc2c(Cl)cccc2Cl)cc1	0	-2	-0.1	-0.8	-1.5	-1	-3	-8	0.7	-4	2.3
CN1CCN2c3ccccc3CC(C#N)(C#N)C2C1 (centres undefined)	1	2	0.5	-0.4	-0.2	-2	3	8	1.7	-1	·
CC1=C/C(=C(/c2ccc(O)c(C)c2)c2ccccc2S(=O)(=O)O)C=CC1=O	-1	-4	-0.8	-0.4	-0.8	-10	0	-3	1.1	-1	0.4
Cc1ccc(C(=O)OCC(=O)N2CCC(C)CC2)cc1S(=O)(=O)N1CCOCC1	0	1	-0.3	0.0	-0.8	-1	-5	1	-1.4	8	-0.7
Cn1c(=O)c2c(nc(NCCOc3ccc(C(C)(C)C)cc3)n2C)n(C)c1=O	4	-6	-0.5	-2.4	-0.9	2	0	5	-0.9	-1	-0.8
Cc1ccccc1NS(=O)(=O)c1cccc2nsnc12	5	5	0.6	1.5	-1.0	1	-2	0	-1.0	2	-0.1
COc1ccc(Cl)cc1C(=O)NNC(=O)c1cccc(S(=O)(=O)N(C)C)c1	-6	2	-0.3	1.9	-0.5	1	1	-12	-1.6	-5	0.7
CCCCCc1c(Cc2ccccc2)ncn1CCc1ccccc1OC	-2	-2	-1.2	-2.2	-0.7	-1	2	0	0.7	-6	·
CCOC(=O)C1CN(S(=O)(=O)c2cccc(C(F)(F)F)c2)c2cc(CC(=O)OC)ccc2O1 (centres undefined)	-2	9	0.0	-1.3	-0.4	1	1	2	-0.1	-1	-0.4
Cc1cnn(C(=S)NCC2CCCO2)c1 (centres undefined)	1	0	0.9	-1.2	-0.8	-3	-2	1	2.4	0	-0.5
O=C(N1CCCC1)C12CCC3CC(CC(C3)C1)C2	0	3	-0.1	-1.3	-1.5	0	-4	0	3.9	2	-0.5
CC1CCCN(CC(O)COc2ccc(-c3ccccc3)cc2)C1 (centres undefined)	3	-1	-0.5	-0.8	-1.5	-2	-1	-6	4.0	-4	-0.5
Cc1ccccc1OCC(=O)NCC(=O)OCc1ccc(Br)cc1	-4	-6	-0.3	-0.4	-0.8	0	0	-11	2.3	1	-0.1
CCOc1ccc2nc(NC(=O)c3cccc(-c4cc5ccccc5oc4=O)c3)sc2c1	-3	0	0.8	-0.4	-0.5	-3	-1	-4	3.2	3	1.2
Cc1ccc(S(=O)(=O)NC(=O)C2(C)CCN2C(=O)Cc2cccs2)nc1 (centres undefined)	4	4	1.8	-1.0	-0.4	4	-2	2	-3.6	-1	·
CC(C)(C)c1ccc(C(=O)OCc2c(-c3ccccc3)ncc3ccccc23)cc1	3	-1	1.7	-0.1	-1.2	5	-1	-8	-1.3	-4	0.1
CN(C)c1ccc(C(=O)/C=C/c2ccco2)cc1	-22	-6	2.1	5.6	0.9*	-9	2	-18	13*	4	-0.5
O=C(N1CCCCC1)N1CCCN(C(=O)N2CCCCC2)CC1	-1	-1	0.9	4.6	-0.6	-4	-2	0	3.7	0	-0.6
COc1ccc(-c2cnc3c(NC(C)=O)cc(-c4cccc(C(=O)NCCN(C)C)c4)cn23)cc1OC	-34	-6	0.0	-1.7	-1.5	3	-1	-41	0.2	4	·
COc1ccc(S(=O)(=O)N(C)C[C@H]2Oc3ccc(NS(=O)(=O)c4ccccc4)cc3CC(=O)N([C@H](C)CO)C[C@@H]2C)cc1	5	3	0.3	-2.3	-1.3	-2	13*	3	-0.9	-2	1.0
N=C1N(C(=O)OCc2ccccc2)/C(=C\C2=CCCCC2)C(Cc2ccccc2)N1Cc1ccccc1 (centres undefined)	-10	-2	-0.7	-0.4	-1.0	3	-2	-12	-0.5	-3	·
CC(=O)Nc1ccc(S(=O)(=O)Nc2nccc(/C=C/c3ccc(Cl)cc3)n2)cc1	-9	2	0.5	3.7	-0.9	2	0	-5	-0.4	-3	-0.7
COc1ccccc1-n1cc(CN2CCN(CC=C(C)C)C(CCO)C2)cn1 (centres undefined)	-6	-1	0.0	-1.4	-1.5	-2	-5	-15	-2.0	-3	4.2
CC(C(=O)NCCS(=O)(=O)c1ccc(Br)cc1)S(=O)(=O)c1ccc(Cl)cc1 (centres undefined)	1	0	-0.1	-0.5	-1.6	0	0	-3	-2.6	-3	1.1
CCn1c(SCC(=O)Nc2ccc(OC)cc2)nc2nc3c(cc2c1=O)COC(C)(C)C3	3	1	-0.1	-2.0	-1.8	-4	-3	-4	-1.6	1	·
O=C(c1ccccc1)N1CCC(c2nc3c(nnn3Cc3ccco3)c(=O)[nH]2)CC1	-1	4	0.8	-1.6	0.7	-4	-2	3	-1.0	4	-0.2
O=C(Nc1ccc2c(c1)OCO2)c1cc(C2CCCCN2C(=O)c2ccc3ccccc3c2)on1 (centres undefined)	2	0	0.3	1.9	-1.3	4	-2	-2	0.0	0	·
Cc1ccccc1-c1nc(CS(=O)CC(=O)NC2CC2)c(C)o1 (centres undefined)	5	-1	-0.1	0.9	-0.9	-3	-6	-5	-1.0	3	-0.2
CC1CCCCC1NC(=O)c1ccc(S(=O)(=O)NCC2CCCO2)cc1 (centres undefined)	3	2	-0.4	-1.2	-1.6	-1	-3	-7	2.2	-3	0.8
CCOC(=O)c1cc(C)n(Cc2cccc(OC)c2OC)c1C	0	2	-1.9	-3.4	-1.7	4	-4	1	-5.1	-9	-1.5
Cc1ccc(OCC(=O)Oc2c(C)cccc2C)cc1	1	4	-0.2	-0.1	-0.8	-6	2	-2	0.4	-2	1.2
O=C(CN(C(=O)CCC(=O)Nc1ccccn1)c1ccccc1F)NCc1ccc2c(c1)OCO2	3	-6	-0.2	0.5	-1.6	9	-5	-8	-0.6	-3	-0.7
COC(=O)c1sccc1NS(=O)(=O)c1ccc(OC)cc1	-2	4	0.0	-2.3	-1.0	0	-2	-3	-1.6	1	1.1
COc1ccccc1NC(=O)N(Cc1ccccc1)C1=NCC(C)S1 (centres undefined)	3	-2	0.0	0.9	-1.3	-3	1	1	-0.1	4	0.2
O=C(C1=COCCO1)N1CCN(c2nc3ccc([N+](=O)[O-])cc3s2)CC1	4	-1	-1.5	-0.9	-1.3	-7	4	-5	3.6	-2	-0.9
